# Source: PubChem
# TDP1 cell noCPT – qHTS for Inhibitors of human tyrosyl-DNA phosphodiesterase 1 (TDP1): qHTS in cells in absence of CPT | Potency, µM (titrated, usually from 46.2 µM), for inactives: at the top dose activity change, negative = growth inhibition, actives largely listed as inhibitors | DT40 Tdp1-/- hTDP1 cells, no CPT, ATP luminescence, 48 h | hit rate 15% among 420,000; further: nearly all actives have a fitted effect of over 55% in size
#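 Chicken DT40 Tdp1-/- cells stably complemented with human TDP1 were seeded at 400 cells/well with DMSO in place of 20 nM camptothecin. After compound pinning, cells grew at least 48 hr at 37 °C; viability read by CellTiter-Glo luminescence.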
# DT40 TDP1 CPT – qHTS for Inhibitors of human tyrosyl-DNA phosphodiesterase 1 (TDP1): qHTS in cells in presence of CPT; chicken DT40 Tdp1-/-;hTDP1 cells + 20 nM CPT, ATP luminescence, 48 h; Potency, µM (series often up to 46.2 µM), for inactives: at the top dose activity change, negative = growth inhibition, usual class: inhibitors; hit rate 12% among 420,000; AID 686979, 2013; further: nearly all actives have a fitted effect of over 55% in size
#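 Cell growth measured by CellTiter-Glo luminescence after a minimum 48 h, 37 C compound exposure with 20 nM CPT in Tdp1-knockout DT40 cells stably expressing hTDP1, seeded 400/well; qHTS titration format.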
# TDP1 block – qHTS Assay for Inhibitors of Tyrosyl-DNA Phosphodiesterase (TDP1); hit rate 0.28% among 350,000; recombinant TDP1, AlphaScreen DNA substrate cleavage; Potency, µM (series often up to 130 µM), for the others: at the top dose activity change, negative = inhibition, hits mostly inhibitors; further: nearly all actives have a fitted effect of over 40% in size
# Target sequence (Q9NUW8 whole entry, looked up): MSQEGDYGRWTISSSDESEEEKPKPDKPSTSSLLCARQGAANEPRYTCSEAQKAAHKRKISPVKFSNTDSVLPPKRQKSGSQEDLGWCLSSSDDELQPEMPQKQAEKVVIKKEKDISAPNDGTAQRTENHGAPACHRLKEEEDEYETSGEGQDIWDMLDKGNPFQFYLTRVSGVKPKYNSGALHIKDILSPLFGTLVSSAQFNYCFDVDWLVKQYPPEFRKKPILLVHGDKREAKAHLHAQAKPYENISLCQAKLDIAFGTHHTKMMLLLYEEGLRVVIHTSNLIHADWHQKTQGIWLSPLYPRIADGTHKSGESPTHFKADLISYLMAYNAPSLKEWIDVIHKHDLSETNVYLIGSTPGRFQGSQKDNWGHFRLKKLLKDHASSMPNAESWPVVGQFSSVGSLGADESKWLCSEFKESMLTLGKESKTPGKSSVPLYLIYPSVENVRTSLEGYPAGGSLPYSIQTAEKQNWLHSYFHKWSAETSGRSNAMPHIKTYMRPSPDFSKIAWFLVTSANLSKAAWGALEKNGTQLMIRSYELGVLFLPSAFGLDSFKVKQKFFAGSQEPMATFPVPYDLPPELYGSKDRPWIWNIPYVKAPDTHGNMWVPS
#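 Recombinant human Tdp1 (E. coli-expressed, 1 nM final) preincubated with compounds 15 min at room temperature, then 5'-biotin/3'-phosphotyrosine-FITC DNA substrate (15 nM final) added for 5 min. AlphaScreen beads (10 ug/ml final) added 10 min; cleavage lowers signal.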
# Active calls of the source: *; ? = inconclusive; / = no result given; [ ] = another dose, or the depositor's remark. The call rests on the fitted dose curve; in most records, active means well fitted curve in the direction sought with a large enough effect; inconclusive means small, poorly fitted or top-dose-only effect, or another doubt; inactive means no such curve, though single readings can be large; an effect the other way counts as inactive or inconclusive. On the % scale 0 is the no-effect control and ±100 the full control effect; potency means the concentration at half of the fitted maximal effect. Compounds were not picked by outcome. Share with any hit: about 18%.
SMILES,TDP1 cell noCPT,DT40 TDP1 CPT,TDP1 block
Cc1noc(C)c1S(=O)(=O)NC(=O)C1(C)CCN1C(=O)c1ccccc1CCc1ccccc1 (stereo not drawn),?,?,/
CCOC(=O)CCNC(=O)N1CCCC(C(=O)c2cccc(OC(C)C)c2)C1 (stereo not drawn),?,?,/
Cc1ccc(NC(=O)c2ccc(F)c(S(=O)(=O)NCCc3ccccc3)c2)cc1F,23µM*,21µM*,5%
O=C(CSc1cccc2cccnc12)Nc1cc(C(=O)O)cc(C(=O)O)c1,?,0%,3%
CCc1cccc(NC(=O)C2Cc3ccccc3N2C(=O)c2ccccc2)c1 (stereo not drawn),?,?,1%
Cc1ccc(S(=O)(=O)/N=C(/c2ccc(F)cc2)N2CCCC2)cc1,-2%,5%,-5%
Cc1cccc(NC(=O)CSc2cc(C)c(C#N)c3nc4ccccc4n23)c1,12µM*,18µM*,1%
CC(C)(C)c1ccc(Cn2nnc3c(=O)[nH]c(C4CCCN(C(=O)Cc5cccs5)C4)nc32)cc1 (stereo not drawn),?,23µM*,4%
Cc1ccc(S(=O)(=O)N(C)c2ccc(N)cc2)cc1,2%,-27%,7%
COc1cc(NC(=O)Cc2c(C(=O)O)c(C)cn2C)cc(OC)c1,-11%,8%,2%
CCCCN=CC1=C(O)C(C(=O)OC)C(C)(C)CC1=O (stereo not drawn),2%,3%,1%
CC1=C(C(=O)Nc2ccc(F)cc2)C(c2cccc(C)c2)n2nc(CCCO)nc2N1 (stereo not drawn),-7%,26%,4%
Nc1nc2ccccc2cc1C(=O)NCc1cccs1,7.3µM*,9.2µM*,/
Cc1ccc(SCCC(=O)NC2CC2)cc1,-24%,-26%,0%
C=CCOc1c(Br)cc(CNc2ccc3[nH]c(=O)[nH]c3c2)cc1OCC,?,?,2%
CCOC(=O)c1sc2nc(C(C)C)c3c(c2c1N)CC(C)(C)OC3,?,?,-2%
Cc1nc(S(=O)(=O)Cc2ccccc2Cl)nc2c1CCC2,-12%,-24%,0%
COc1ccc(S(=O)(=O)Nc2cc(-c3cn4ccc(C)cc4n3)ccc2C)cc1OC,16µM*,16µM*,2%
CC(=O)NC1CSCC1OC(C)=O (stereo not drawn),-4%,3%,0%
CC(C)(C)NC(=O)NC(=O)COC(=O)CNC(=O)C1CCCCC1,-3%,-9%,0%
CCN(CC)S(=O)(=O)c1ccc(N2CCOCC2)c(NC(=O)CSCc2c(C)noc2C)c1,16%,-7%,/
CN(C1=NS(=O)(=O)c2ccccc21)c1ccc(OC(=O)c2ccccc2F)cc1,?,-23%,/
CC(=O)C1CCC2C3CCC4=CC(=O)C=CC4(C)C3CCC12C (stereo not drawn),12µM*,21µM*,/
O=C(Nc1cccc(F)c1)c1sc(Cl)nc1-c1ccccc1,?,?,6%
O=S(=O)(NCc1cn2ccccc2n1)c1cccs1,8%,0%,/
COc1ccc(CNC(=O)CN(c2cc(C)cc(C)c2)S(=O)(=O)c2c(C)noc2C)cc1,?,-22%,1%
COc1ccc(/C=C(\C#N)C(=O)OCC(=O)N(C)C2CCS(=O)(=O)C2)cc1 (stereo not drawn),6%,19%,/
COc1ccc(C(=O)N2CCC3(CCN(C(=O)Nc4cccc(F)c4)CC3)CC2)cc1,?,-25%,/
CC(=O)Nc1ccc(NC(=O)c2ccccc2N(Cc2ccccc2)S(C)(=O)=O)cc1,2%,12%,4%
Cc1ccc(C2C(N)C(=O)N2c2ccc(C)cc2)cc1 (stereo not drawn),11%,14%,/
COc1ccc(C(=O)NC(Nc2ccccc2)C(Cl)(Cl)Cl)cc1 (stereo not drawn),?,-23%,4%
CSc1ccc(S(=O)(=O)NCC(=O)OCC(=O)N(C)C2CCCCC2)cc1[N+](=O)[O-],-2%,-1%,0%
O=C(NNc1nc(-c2ccccc2)cs1)c1ccccc1,21µM*,?,10%
O=C(Nc1nnc(-c2ccccc2)o1)Nc1ccccc1Cl,?,-9%,8%
CC1CCN(S(=O)(=O)c2ccc3c(c2)CCN3)CC1,-22%,-12%,3%
CCOc1cc(N2CCOCC2)c(OCC)cc1NC(=O)Cc1ccc(OC)c(OC)c1,23µM*,?,5%
O=C(NCCC(=O)N1CCC2(CC1)NCCc1[nH]cnc12)c1cccc(Br)c1,10%,11%,2%
O=C(CSc1ncn[nH]1)Nc1ccc(S(=O)(=O)Nc2ncccn2)cc1,-8%,-1%,-3%
COc1ccc(N2CCN(C(=O)c3cc4cc(Cl)ccc4[nH]3)CC2)cc1,?,?,/
CC(=O)c1sc(NC(=O)CS(=O)(=O)c2ccccc2)nc1C,-51%,-2%,-11%

# Part of the list above in order of heavy-atom count, high to low.
SMILES,TDP1 cell noCPT,DT40 TDP1 CPT,TDP1 block
CCN(CC)S(=O)(=O)c1ccc(N2CCOCC2)c(NC(=O)CSCc2c(C)noc2C)c1,16%,-7%,/
COc1ccc(CNC(=O)CN(c2cc(C)cc(C)c2)S(=O)(=O)c2c(C)noc2C)cc1,?,-22%,1%
O=C(CSc1ncn[nH]1)Nc1ccc(S(=O)(=O)Nc2ncccn2)cc1,-8%,-1%,-3%
CC(=O)c1sc(NC(=O)CS(=O)(=O)c2ccccc2)nc1C,-51%,-2%,-11%
O=C(NNc1nc(-c2ccccc2)cs1)c1ccccc1,21µM*,?,10%
O=S(=O)(NCc1cn2ccccc2n1)c1cccs1,8%,0%,/

# Additional results
SMILES,TDP1 cell noCPT,DT40 TDP1 CPT,TDP1 block
COc1ccc(Cl)cc1N(CC(=O)NC1CC1)S(=O)(=O)c1ccc(C)c([N+](=O)[O-])c1,-19%,-21%,6%
CCOC(=O)N1CCN(C(=O)CCc2c(C)nc3c(c(C)nn3-c3ccc(C)c(C)c3)c2C)CC1,16µM*,?,5%
Cc1ccc(NC(=O)C2(c3cccs3)CCOCC2)cc1Cl,?,26µM*,-3%
COc1ccc(C(=O)c2nc3c(n2O)CCCC3)cc1OC,12%,9%,5%
O=C(COc1ccccc1)NNC(=S)NC(=O)c1ccccc1,?,?,3%
O=C(NCc1ccccn1)[C@@H]1CCCN1C(=O)[C@@H]1CCCN1C(=O)c1ccccc1,-6%,-1%,/
Nc1ccc(/C=C/c2ccnc3ccccc23)cc1,11µM*,10µM*,/
Cc1cc(-c2nnc(CCC(=O)N(C)Cc3ccsc3)o2)no1,7%,-2%,6%
COc1cc2c(cc1OC)C(SC)=NC1(CCCC1)C2,15µM*,16µM*,5%
Cc1ccc(-c2nnc(N3CCOCC3)c3ccccc23)cc1S(N)(=O)=O,-2%,-13%,/
O=C(COc1ccccc1Cl)N1CCc2ccccc2C1,-12%,2%,/
O=S(=O)(Nc1ccc(S(=O)(=O)Nc2ccccc2)cc1)c1ccccc1,-21%,?,0%
COC(=O)c1ccc(C2C(Oc3ccc(OC)cc3)C(=O)N2CCc2ccc(OC)c(OC)c2)cc1 (stereo not drawn),-7%,-4%,1%
Cc1nc(SCC(=O)N2CC(=O)Nc3ccccc32)c2c(C)c(C)sc2n1,?,?,1%
COc1cc(/C=C2\C=Cc3ccccc32)ccc1N(C)C,?,?,/
CC(C(=O)NC1CCCC1)N(Cc1ccco1)C(=O)c1snc(C(=O)NC2CCCC2)c1N (stereo not drawn),?,-29%,7%
CCN(CC)CCOC(c1ccccc1)c1ccc(C)cc1 (stereo not drawn),?,?,0%
NC(=O)c1ccc[n+](CCC[n+]2cccc(C(N)=O)c2)c1,-1%,1%,-2%
O=C(Nc1ccccc1C(=O)O)c1cccc(S(=O)(=O)Nc2ccc(Br)cc2)c1,0%,3%,6%
O=C(COC(=O)c1cc(S(=O)(=O)N2CCCCC2)ccc1N1CCOCC1)c1ccccc1,?,?,0%

# Grouped by structure, those above with a tert-butyl group
SMILES,TDP1 cell noCPT,DT40 TDP1 CPT,TDP1 block
CC(C)(C)c1ccc(Cn2nnc3c(=O)[nH]c(C4CCCN(C(=O)Cc5cccs5)C4)nc32)cc1 (stereo not drawn),?,23µM*,4%
CC(C)(C)NC(=O)NC(=O)COC(=O)CNC(=O)C1CCCCC1,-3%,-9%,0%

# 3 entries from above in another layout.
# Values in the order – TDP1 cell noCPT | DT40 TDP1 CPT | TDP1 block
O=C(COc1ccccc1)NNC(=S)NC(=O)c1ccccc1
    ? | ? | 3%
O=C(COC(=O)c1cc(S(=O)(=O)N2CCCCC2)ccc1N1CCOCC1)c1ccccc1
    ? | ? | 0%
Cc1nc(SCC(=O)N2CC(=O)Nc3ccccc32)c2c(C)c(C)sc2n1
    ? | ? | 1%

# Further entries:
SMILES,TDP1 cell noCPT,DT40 TDP1 CPT,TDP1 block
N#CC1=C2Nc3ccccc3N2C(=O)NC1(c1ccccc1)C(F)(F)F (stereo not drawn),-22%,-27%,6%
CC(=O)C1=CN(CC2CCCCC2)CCC1=O,3%,-3%,/
CCOc1ccc(CC(=O)NCc2ccc3c(c2)CCN3C(=O)c2ccccc2)cc1OCC,?,16µM*,1%
Cc1cc(C)n(CC2CC(=O)N(c3cc(Cl)cc(Cl)c3)C2=O)n1 (stereo not drawn),-1%,2%,5%
CCC(C)c1ccc(NC(=S)N2CCCC2)cc1 (stereo not drawn),10µM*,13µM*,3%
O=C(COc1ccccc1)NCC1CCCO1 (stereo not drawn),-2%,1%,1%[56.1 µM]
COc1ccc(C(=O)C(CN2CCOCC2)c2ccccc2)cc1F (stereo not drawn),2.6µM*,4.1µM*,4%
COc1cc(C(=O)NCC(c2ccco2)N2CCCC2)ccc1OCc1c(C)noc1C (stereo not drawn),-26%,-26%,6%
Cc1cn([C@H]2C[C@H](O)[C@@H](CNCc3cnc(N4CCOCC4)nc3)O2)c(=O)[nH]c1=O,-2%,8%,/
O=C(CSCc1ccc(Cl)cc1)Nc1ccccc1O,?,?,2%
O=C(C1=C(O)C(=O)N(CC2CCCO2)C1c1cccnc1)c1ccco1 (stereo not drawn),-16%,-2%,-9%
O=C(O)c1ccc(/C=N/Nc2ccc(Cl)nn2)cc1,-8%,?,7%
CCCc1cc(=O)oc2c3c(cc(OCC(=O)NCC4CCC(C(=O)O)CC4)c12)OC(C)(C)CC3 (stereo not drawn),-28%,?,/
CC(C)n1c(COc2ccccc2)nc2ccccc21,?,?,-2%
CN(C)S(=O)(=O)c1cccc(C(=O)OCC(=O)Nc2ccccc2OC(F)F)c1,?,?,2%
Cc1cc(C)cc(OCC(=O)N(Cc2ccc(Cl)cc2)C2CCS(=O)(=O)C2)c1 (stereo not drawn),?,?,1%
C=CC[C@H](CC(=O)NCCO)C(=O)NC[C@@H](OC(=O)[C@@H](CC=C)Cc1ccc(F)cc1)c1ccccc1,?,?,1%
Cc1cc(C)c(C#N)c(SCC(=O)NC(C)(C)C)n1,-2%,11%,-3%
Cc1cc(NC(=O)C2CCCN(S(=O)(=O)c3c(C)noc3C)C2)no1 (stereo not drawn),-2%,3%,-9%
COc1ccc(OC)c2c1CCC2=O,1%,6%,2%
OC(Cc1cccnc1)(Cc1cccnc1)c1cc2ccccc2[nH]1,-20%,7%,0%
CCn1c(=O)cc(OCC(=O)Nc2ccccc2N2CCN(C)CC2)c2ccccc21,?,?,-1%
COc1cc(CNC(C)c2ccccc2)c(Br)cc1OCC(N)=O (stereo not drawn),-3%,-4%,3%
O=C(Nc1ccccc1)Nc1ccno1,-23%,12%,-3%
Cc1ccccc1OCC(=O)N/N=C/c1cc2ccccc2nc1Cl,15µM*,15µM*,-1%
Cc1occc1C(=O)N/N=C/C(Br)=C\c1ccccc1,12µM*,18µM*,6%
COc1ccc(-c2nc3cncnc3n(-c3ccccc3)c2=O)cc1,-9%,-9%,/
O=C(CCCCC(=O)NN=Cc1ccccc1O)NN=Cc1ccccc1O,5.8µM*,5.8µM*,/
O=c1c2ccccc2[nH]c(=S)n1CCN1CCN(Cc2ccccc2)CC1,-17%,-6%,3%
O=C(Nc1ccc(N2CCC(c3ccccc3)C2)c(C(=O)O)c1)c1ccc(Cl)cc1 (stereo not drawn),?,?,-4%
CC1CCCC(C)N1Cc1cn2ccccc2n1 (stereo not drawn),3%,5%,1%
O=c1c2ccccc2c(-c2cccc(C(F)(F)F)c2)nn1-c1ccccc1,?,?,-3%
Cc1ccc(Oc2ccc3c(c2)C(=O)N(c2ccc(S(=O)(=O)Nc4nccs4)cc2)C3=O)cc1,-4%,-1%,11%
COc1cccc(NC(=O)/C=C/c2ccco2)c1,?,-23%,2%
CC(C)OC(=O)c1c(NC(=O)c2cc3nc(-c4ccccc4)cc(C(F)(F)F)n3n2)sc2c1CCCC2,?,?,-8%
CCN(CC(=O)NCc1ccc(Cl)cc1)S(=O)(=O)c1ccc(F)cc1,-17%,?,/
CC(C)N(CCCNC(=O)C1CCC(CNS(=O)(=O)c2ccccc2)CC1)Cc1ccccc1 (stereo not drawn),?,?,2%
Cc1ccc2cc(C#N)c(NCc3ccco3)nc2c1,?,23µM*,-3%
